GLP-1R agonist – qHTS of GLP-1 Receptor Agonists; Glucagon-like peptide 1 receptor (Homo sapiens), P43220; HEK293 GLP-1R CRE-luciferase, luminescence, 4-6 h; cells express a hypersensitive GLP-1R form; Potency, µM (doses to about 45.6 µM), for the others: top-dose activation, hits mostly activators; 380,000 compounds, 0.007% hits; AID 624172, 2012; further: potency means the concentration at half of the fitted maximal effect; % of control where 0% means no effect
Target sequence (P43220 whole entry, looked up): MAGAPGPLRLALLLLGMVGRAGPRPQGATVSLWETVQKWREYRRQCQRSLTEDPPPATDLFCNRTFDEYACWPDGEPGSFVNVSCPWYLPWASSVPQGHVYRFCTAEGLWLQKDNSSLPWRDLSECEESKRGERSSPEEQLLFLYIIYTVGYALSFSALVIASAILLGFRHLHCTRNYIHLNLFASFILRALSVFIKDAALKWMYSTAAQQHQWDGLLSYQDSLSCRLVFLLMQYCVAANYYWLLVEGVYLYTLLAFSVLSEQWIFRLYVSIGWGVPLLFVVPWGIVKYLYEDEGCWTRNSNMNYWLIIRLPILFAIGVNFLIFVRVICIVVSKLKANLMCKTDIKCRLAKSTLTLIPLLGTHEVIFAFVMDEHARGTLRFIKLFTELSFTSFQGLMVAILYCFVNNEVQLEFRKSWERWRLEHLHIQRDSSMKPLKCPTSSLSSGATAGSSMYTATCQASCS
PTHR1 agonist – qHTS for PTHR1 Agonists: Primary Screen; 410,000 compounds, 0.075% hits; HEK293 GP2 PTHR1 cells, GloSensor cAMP luminescence, 1 h; Parathyroid hormone/parathyroid hormone-related peptide receptor (Homo sapiens), Q03431; Potency, µM (highest dose often 115 µM), for the others: top-dose activation, most hits filed as activators; further: potency means the concentration at half of the fitted maximal effect; nearly all actives have a fitted effect of over 55% in size; some results filed as inactive show a strong effect at the top dose; inactives centre near -15; many of its hits are not listed in these tables
Target sequence (Q03431 whole entry, looked up): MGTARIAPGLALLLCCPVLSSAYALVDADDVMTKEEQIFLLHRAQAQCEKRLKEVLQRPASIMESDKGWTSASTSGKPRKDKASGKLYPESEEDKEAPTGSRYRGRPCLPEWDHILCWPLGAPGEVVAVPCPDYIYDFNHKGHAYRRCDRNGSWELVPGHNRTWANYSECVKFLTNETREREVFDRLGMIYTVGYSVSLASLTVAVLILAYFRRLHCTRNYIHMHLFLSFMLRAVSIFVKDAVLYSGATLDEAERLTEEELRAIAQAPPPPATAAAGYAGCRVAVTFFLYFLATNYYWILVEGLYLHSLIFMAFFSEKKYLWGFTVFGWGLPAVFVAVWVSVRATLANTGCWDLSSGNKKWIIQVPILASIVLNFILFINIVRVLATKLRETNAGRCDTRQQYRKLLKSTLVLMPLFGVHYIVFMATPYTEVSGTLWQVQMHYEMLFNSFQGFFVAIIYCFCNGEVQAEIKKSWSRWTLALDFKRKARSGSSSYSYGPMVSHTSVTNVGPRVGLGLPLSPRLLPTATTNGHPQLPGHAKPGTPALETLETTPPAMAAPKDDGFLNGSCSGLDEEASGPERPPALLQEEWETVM
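HEK-293-derived GP2 cells expressing PTHR1 and a GloSensor cAMP reporter, 3,000/well, plated overnight, given luciferin plus IBMX (each 0.5 mM as added) for 1 h at 37 °C, then compound for 1 h at 37 °C. Luminescence was read after 15 min at room temperature.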
EPAC1 antag – qHTS for Antagonist of cAMP-regulated guanine nucleotide exchange factor 3 (EPAC1): primary screen; EPAC1 GEF assay, Rap1b-BODIPY-GDP exchange fluorescence; 360,000 compounds, 0.14% hits; Potency, µM (titrated, usually from 115 µM), without a hit: top-dose activity change, negative = inhibition, hits mostly inhibitors; AID 720709, 2013;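 further: potency means the concentration at half of the fitted maximal effect; plate controls were vehicle for no effect and positive control for full effect; nearly all actives have a fitted effect of over 50% in size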
GLP-1R inv ag – qHTS of GLP-1 Receptor Inverse Agonists (Inhibition Mode); Glucagon-like peptide 1 receptor (Homo sapiens), P43220; HEK293 GLP-1R CRE-luciferase, luminescence, 24 h; GLP-1R form is constitutively active; Potency, µM (titrated, usually from 38.3 µM), for inactives: at the top dose activity change, negative = inhibition, usual class: inhibitors; 410,000 compounds, 1.6% hits; AID 624417, 2012; further: potency means the concentration at half of the fitted maximal effect; on the % scale 0 is the no-effect control and ±100 the full control effect; nearly all actives have a fitted effect of over 55% in size
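HEK293 cells stably co-expressing a cAMP-responsive luciferase reporter and constitutively active GLP-1R were seeded, incubated 12 h, then exposed to compounds for 24 h at 37 C. Luminescence was read 12 min after detection reagent; inverse agonists lower signal.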
IL-2 act – qHTS of IL-2 Activators | activation, % (series mostly up to about 46 µM) | 360,000 compounds, 0.065% hits | IL-2 activation reporter assay, cell-based qHTS; stimulated with anti-CD3/CD4/CD28 beads; in transgenic mouse T cells | AID 652025, 2013; in the data active means activation above about 50%; inconclusive means mostly about 30% to 49%; further: 0% is about no effect
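Unstimulated transgenic mouse T cells; 60-min compound exposure; bead-based TCR/CD4/CD28 stimulation; 18 h culture, 37 degrees C; dual fluorescence (EGFP, DsRed) plate cytometry.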
GLP1R cytotox – qHTS of GLP-1 Receptor Inverse Agonists: Cytotox Screen; HEK293 cAMP-luciferase reporter cells, luminescence, 24 h; Potency, µM (series often up to 38.3 µM), without a hit: at the top dose activity change, negative = inhibition, most hits filed as inhibitors; 410,000 compounds, 0.13% hits;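 further: loss of luciferase light is scored as toxicity; potency means the concentration at half of the fitted maximal effect; on the % scale 0 is the no-effect control and ±100 the full control effect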
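Seeding density was 200 cells/uL; after overnight-length (12 h) culture, 23 nL compounds went on for 24 h at 37 °C. Readout used a luciferase detection reagent, luminescence taken after 12 min at room temperature.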
EPAC1 ag – qHTS for Agonist of cAMP-regulated guanine nucleotide exchange factor 3 (EPAC1): primary screen. Rap guanine nucleotide exchange factor 3 (Homo sapiens), O95398. EPAC1 agonist qHTS, biochemical assay; response scale: 100% = response to 6.5 mM cAMP. Potency, µM (series often up to 154 µM), for inactives: top-dose activation, hits mostly activators. 360,000 compounds, 0.073% hits. AID 720707, 2013; further: potency means the concentration at half of the fitted maximal effect; nearly all actives have a fitted effect of over 60% in size
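Fluorescent GDP-exchange assay: 100 nM EPAC1 with 250 nM Rap1B preloaded with BODIPY-GDP and 50 uM GDP; compounds tested as concentration series, 5 min at room temperature, then read every 5 min for 30 min (ex 480/em 540 nm); normalized to 6.5 mM cAMP.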
PI5P4K alpha inh – qHTS for Inhibitors of phosphatidylinositol 5-phosphate 4-kinase (PI5P4K) | max response, % | AID 652105, 2013 | Phosphatidylinositol 5-phosphate 4-kinase type-2 alpha (Homo sapiens), P48426 | PI5P4Kalpha enzyme, ADP-Glo luminescence, 60 min; stronger effect = lower value | 330,000 compounds, 1.2% hits; active means max response of -50% or lower; inconclusive means between -30% and -50%; inactive means -30% or higher; further: value at the top dose of about 77 µM; on the % scale 0 is the no-effect control and ±100 the full control effect
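Luminescence from ADP-Glo served as readout of PI5P4Kalpha activity in a qHTS format. Reaction: enzyme, substrate, compound, ATP at 5 microM final, 60 min at RT.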
PLK1 PBD inh – qHTS for Inhibitors of PLK1-PDB (polo-like kinase 1 - polo-box domain): Primary Screen; Plk1 PBD binding of FITC phosphopeptide, fluorescence polarization; 360,000 compounds, 2.8% hits; Serine/threonine-protein kinase PLK1 (Homo sapiens), P53350; AID 720504, 2013; Potency, µM, inactives show max response, negative = inhibition, hits mostly inhibitors; further: potency means the concentration at half of the fitted maximal effect; series mostly up to about 57 µM; on the % scale 0 is the no-effect control and ±100 the full control effect; nearly all actives have a fitted effect of over 65% in size
* marks the source's active call; other numbers are inactive results; i = inactive; ? = inconclusive; . = no result given; [ ] = dose if it differs, or a comment. Unless noted, the call rests on the fitted dose curve; in most records, active means well fitted curve in the direction sought with a large enough effect; inconclusive means small, poorly fitted or top-dose-only effect, or another doubt; inactive means no such curve, though single readings can be large; an effect the other way counts as inactive or inconclusive. Only part of the results is shown (hit frequency here may not be typical).

No.	molecule	GLP-1R agonist	PTHR1 agonist	EPAC1 antag	GLP-1R inv ag	IL-2 act
1	COCc1c(C(=O)NCCc2ccc(OC(F)F)cc2)oc2ccccc12	11%	-63%[inhibitor]	-1%	?	-0.4
2	COc1ccc(S(=O)(=O)N(C)C[C@H]2Oc3ccc(NS(=O)(=O)c4ccccc4)cc3CC(=O)N([C@H](C)CO)C[C@@H]2C)cc1	4%	-15%	-23%	1%	0.3
3	COc1ccc(/C=C2\SC(=S)N(CCC(=O)Nc3cccc(C(=O)O)c3)C2=O)cc1	11%	-27%	-20%	16%	-0.1
4	CCCNC(=O)c1ccccc1SCc1c(C)noc1C	3%	i	-20%	2%	-1.9
5	CC(C)NC(=O)CN(c1cccc([N+](=O)[O-])c1)S(=O)(=O)c1ccccc1	11%	i	4%	10%	-1.7
6	COc1ccc(N(C(=O)c2ccccc2OC(C)=O)C(C)C2CC2)cc1 (stereo not drawn)	-6%	i	2%	?	-3.3
7	O=[N+]([O-])c1cc([N+](=O)[O-])c(Oc2ccc(F)cc2F)cc1NN1CCCCC1	9%	-27%	-7%	28%	-1.3
8	Oc1ccccc1-n1c(-c2ccccc2)ccc1-c1ccccc1	-14%	-24%	-8%	?	-5.1
9	CCOc1ccccc1NC(=O)c1cnc2n(c1=O)CCS2	-8%	-10%[57.5 µM]	2%	10%	-1.9
10	CN1CCN(NC(=O)c2cn(-c3ccccc3)nc2-c2ccc(OC(F)F)cc2)CC1	0%	-20%	-4%	?	3.3

No.	GLP1R cytotox	EPAC1 ag	PI5P4K alpha inh	PLK1 PBD inh
1	0%	8%	-5	4%
2	-1%	4%	-3	-3%
3	-17%	-15%	-12	-18%
4	2%	-21%	1	-3%
5	-4%	-1%	3	-6%
6	-4%	-10%	6	-4%
7	0%	10%	0	8%
8	-3%	18%	1	-3%
9	-6%	4%	1	-10%
10	-4%	5%	-1	-5%

More compounds.
No.	molecule	GLP-1R agonist	PTHR1 agonist	EPAC1 antag	GLP-1R inv ag	IL-2 act
11	Clc1ccc(CNc2ccc(CNc3ncn[nH]3)cc2)c(Cl)c1	3%	-58%[inhibitor]	-18%	-43%	-0.2
12	CCOc1ccc(-c2nc(CSCC(=O)NCc3ccco3)c(C)o2)cc1	0%	-20%[57.5 µM]	-12%	?	-0.3
13	CC(NC(=O)c1ccco1)C(=O)N1CCN(C(c2ccccc2)c2ccccc2)CC1 (stereo not drawn)	-8%	-5%	8%	?	0.1
14	CCC(=O)Nc1cc(C(=O)OCC(=O)c2ccccc2)ccc1C	1%	-34%	4%	-9%	1.4
15	CC(=O)c1c(C)nc(Nc2nc3ccccc3s2)nc1C	10%	-20%	-14%	30%	-0.1
16	Cc1ccc(-n2nc3c(c2NC(=O)CC(C)C)CS(=O)(=O)C3)cc1	6%	i	-7%	7%	1.2
17	CC1(C(=O)NC2CCCC2)CCC(=O)N1Cc1ccccc1 (stereo not drawn)	-11%	i	0%	5%	-0.6
18	Oc1ccc(Nc2ccnc3cc(Cl)ccc23)cc1	?	-23%	19%	51%[activator]	-0.1
19	O=C(OCC(=O)N1c2ccccc2Sc2ccccc21)C1CC(=O)N(Cc2ccco2)C1 (stereo not drawn)	3%	i	-2%	2%	-1.8
20	COc1ccc(-c2nc3c(c(SCC(=O)N4CCOCC4)n2)COC(C)(C)C3)cc1	-3%	-14%	-8%	0%	-0.1

No.	GLP1R cytotox	EPAC1 ag	PI5P4K alpha inh	PLK1 PBD inh
11	15%	-9%	-2	-15%
12	-11%	-6%	-2	-6%
13	11%	0%	2	-3%
14	17%	-4%	6	-3%
15	11%	12%	6	0%
16	-11%	7%	1	-14%
17	2%	4%	0	-8%
18	?	7%	-2	-7%
19	4%	8%	.	-3%
20	10%	-2%	-7	-11%

Next part.
No.	molecule	GLP-1R agonist	PTHR1 agonist	EPAC1 antag	GLP-1R inv ag	IL-2 act
21	COc1ccc(NC(=O)CCNS(=O)(=O)c2ccc3c(c2)CCCC(=O)N3)cc1	15%	i	.	-25%	.
22	C=CCNc1ncnc2c1cnn2-c1ccc(C)cc1C	14%	-24%	0%	4%	-2.1
23	Cn1c(N)c(C(=O)COC(=O)CCCN2C(=O)c3ccccc3C2=O)c(=O)n(C)c1=O	17%	-5%	-7%	0%	-2.1
24	Cc1cc(C)n(C(=O)c2ccc(C)c(F)c2F)n1	23%	i	3%	8%	6.8
25	NC(=O)C1CCN(C(=O)CSc2nc3c(c(-c4ccccc4)n2)CCCC3)CC1	0%	-24%	15%	6%	-3.0
26	Cc1[nH]c2ccccc2c1C(=O)c1cc(Cc2ccccc2)sc1N	.	-88%[inhibitor]	4%	?	-0.2
27	COc1ccccc1Nc1nc(N2CCCC2)nc(N2CCOCC2)n1	13%	-24%	14%	.	-0.1
28	CCOC(=O)N1CCN(C(=O)c2cn(CC)c3ccc(S(=O)(=O)N4CCOCC4)cc3c2=O)CC1	-6%	?	4%	13%	-0.5
29	Cc1ccc(OCCN2CCC2(C)C(=O)Nc2ccc3c(c2)OCO3)cc1 (stereo not drawn)	11%	-27%	-19%	?	-0.8
30	CCC(C(=O)NCc1ccccc1)n1c(Cc2cc(F)cc(F)c2)nc2ccccc21 (stereo not drawn)	.	-2%	-12%	?	0.7

No.	GLP1R cytotox	EPAC1 ag	PI5P4K alpha inh	PLK1 PBD inh
21	-7%	.	.	.
22	-13%	5%	3	-5%
23	-3%	11%	-3	-8%
24	1%	-6%	6	-2%
25	-4%	-1%	0	-7%
26	0%	17%	-3	?
27	.	-21%	.	.
28	8%	2%	1	-11%
29	-13%	17%	10	-9%
30	-8%	-10%	1	2%

4 records drawn at random from the list so far:
No.	molecule	GLP-1R agonist	PTHR1 agonist	EPAC1 antag	GLP-1R inv ag	IL-2 act
26	Cc1[nH]c2ccccc2c1C(=O)c1cc(Cc2ccccc2)sc1N	.	-88%[inhibitor]	4%	?	-0.2
27	COc1ccccc1Nc1nc(N2CCCC2)nc(N2CCOCC2)n1	13%	-24%	14%	.	-0.1
25	NC(=O)C1CCN(C(=O)CSc2nc3c(c(-c4ccccc4)n2)CCCC3)CC1	0%	-24%	15%	6%	-3.0
24	Cc1cc(C)n(C(=O)c2ccc(C)c(F)c2F)n1	23%	i	3%	8%	6.8

No.	GLP1R cytotox	EPAC1 ag	PI5P4K alpha inh	PLK1 PBD inh
26	0%	17%	-3	?
27	.	-21%	.	.
25	-4%	-1%	0	-7%
24	1%	-6%	6	-2%

Other entries follow.
No.	molecule	GLP-1R agonist	PTHR1 agonist	EPAC1 antag	GLP-1R inv ag	IL-2 act
31	CC(C(=O)NC(=O)NC1CCCCC1)N1CCN(c2ccccn2)CC1 (stereo not drawn)	8%	-14%[57.5 µM]	-5%	?	1.7
32	O=C(OCCN(CCOC(=O)c1ccncc1)S(=O)(=O)c1cccs1)c1ccncc1	-17%	-7%[57.5 µM]	-4%	-1%	-0.2
33	CCN(CC)C(=O)CC(c1ccc(F)cc1)c1ccco1 (stereo not drawn)	3%	i	1%	-6%	0.1
34	O=C(O)c1cc(N/N=C/c2c(O)ccc3ccccc23)ccc1Cl	-3%	-18%	?	43%[activator]	-2.1
35	O=C(O)c1ccc(N2CCCC2=O)cc1	-8%	i	-9%	4%	3.1
36	c1ccc(CCn2c(SCc3ccccc3)nnc2-c2ccncc2)cc1	-4%	i	-6%	-15%	-2.6
37	COc1ccc(-c2[nH]ncc2CN(CCO)CC23CC4CC(CC(C4)C2)C3)c(OC)c1	15%	i	-17%	?	-2.5
38	CSc1nc(N)nc2c1ncn2CC(=O)Nc1ccc(C)c(C)c1	-4%	-29%	-17%	-3%	-0.5
39	Cc1ccc(C)c(-n2nnnc2SCC(=O)Nc2cccc(-c3nnc4n3CCCCC4)c2)c1	11%	-35%	-1%	94%[activator]	0.5
40	O=C(NCc1ccco1)C1CCN(S(=O)(=O)c2cccc([N+](=O)[O-])c2)CC1	4%	-4%	14%	1%	-0.4

No.	GLP1R cytotox	EPAC1 ag	PI5P4K alpha inh	PLK1 PBD inh
31	-9%	-2%	-1	-7%
32	-7%	1%	3	-3%
33	-2%	6%	-11	-17%
34	-3%	1%	-12	17µM*
35	3%	0%	-14	0%
36	14%	3%	0	-8%
37	-20%	2%	-5	-4%
38	-4%	-28%	-8	-5%
39	-6%	21%	0	-8%
40	-9%	2%	-1	-1%

More results
No.	molecule	GLP-1R agonist	PTHR1 agonist	EPAC1 antag	GLP-1R inv ag	IL-2 act
41	COc1cccc(CNC(=O)C2CCCN2S(=O)(=O)c2ccc3c(c2)C(C)(C)C(=O)N3C)c1 (stereo not drawn)	5%	i	4%	22%	-2.4
42	CCCCCC(=O)NC(=S)Nc1cccc(C(C)=O)c1	19%	0%	4%	-21%	-2.3
43	CCN(CC)S(=O)(=O)c1cccc(NC(=O)CCNC(=O)c2ccc([N+](=O)[O-])cc2)c1	0%	?	9%	-10%	-2.1
44	O=S(=O)(Nc1ccc(N2CCOCC2)nn1)c1ccccc1	1%	i	4%	19%	-0.1

No.	GLP1R cytotox	EPAC1 ag	PI5P4K alpha inh	PLK1 PBD inh
41	3%	-19%	-2	2%
42	-3%	0%	1	-8%
43	2%	-4%	0	5%
44	4%	1%	-6	4%
